Screens: PubChem BioAssay, Dana-Farber Cancer Institute and Novartis Institutes for BioMedical Research (Cambridge, Mass)
OTUD3 inh: human OTUD3 deubiquitinase inhibition; purified OTUD3, Ub-rhodamine fluorescence, 2 h; inhibition, % at 25 µM; hit rate 0.7% among 47,000
Target sequence (Q5T2D3 whole entry, looked up): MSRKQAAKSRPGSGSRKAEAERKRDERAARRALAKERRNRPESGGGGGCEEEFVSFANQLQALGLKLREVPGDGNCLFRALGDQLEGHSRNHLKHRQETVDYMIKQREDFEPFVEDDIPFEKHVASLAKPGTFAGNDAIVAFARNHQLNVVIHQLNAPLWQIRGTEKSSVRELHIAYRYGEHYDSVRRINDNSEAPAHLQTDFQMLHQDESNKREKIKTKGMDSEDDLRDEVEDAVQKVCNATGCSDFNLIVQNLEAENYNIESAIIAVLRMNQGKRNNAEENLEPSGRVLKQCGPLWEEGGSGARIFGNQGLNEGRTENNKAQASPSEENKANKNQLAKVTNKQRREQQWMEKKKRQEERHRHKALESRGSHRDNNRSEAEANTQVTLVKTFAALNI
USP30 block: inhibitors of human USP30 deubiquitinase; purified USP30, Ub-rhodamine cleavage fluorescence; Q70CQ3; hit rate 5.3% among 47,000; inhibition, % at 25 µM
USP7 block: human USP7 deubiquitinase inhibition | purified USP7, Ub-rhodamine cleavage fluorescence | inhibition, % at 20 µM | hit rate 0.3% among 47,000 | AID 1645854
UCHL1 block: blocks human UCHL1 ubiquitin-rhodamine cleavage; inhibition, % at 20 µM; purified UCHL1, Ub-rhodamine cleavage fluorescence; P09936; hit rate 0.2% among 47,000; AID 1645859
Target sequence (P09936 whole entry, looked up): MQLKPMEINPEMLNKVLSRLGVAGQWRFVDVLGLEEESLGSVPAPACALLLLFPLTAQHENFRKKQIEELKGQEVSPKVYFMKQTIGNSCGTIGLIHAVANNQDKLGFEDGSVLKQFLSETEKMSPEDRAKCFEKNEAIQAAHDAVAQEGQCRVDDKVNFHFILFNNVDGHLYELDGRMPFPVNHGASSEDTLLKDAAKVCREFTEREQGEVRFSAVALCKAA
USP8 inh: blocks human USP8 ubiquitin-rhodamine cleavage | hit rate 4.2% among 47,000 | inhibition, % at 20 µM | purified USP8, Ub-rhodamine cleavage fluorescence, 30 min
USP17 block: human USP17-like deubiquitinase inhibition | A8MUK1 | purified USP17, Ub-rhodamine cleavage fluorescence, 3 h | inhibition, % at 50 µM | hit rate 6.5% among 47,000 | AID 1645855
USP28 inh: inhibitors of human USP28 deubiquitinase. Q96RU2. purified USP28, Ub-rhodamine cleavage fluorescence, 30 min. inhibition, % at 25 µM. hit rate 3% among 47,000. AID 1645857
USP10 inh: human USP10 deubiquitinase inhibition; purified USP10, Ub-rhodamine fluorescence, 60 min; inhibition, % at 20 µM; hit rate 1.1% among 47,000
Numbers without * were called inactive; i = inactive; nt = not tested or not shown. No stated cut-off is given here; in the data, active means inhibition above about 30%; inactive means the rest.

SMILES	OTUD3 inh	USP30 block	USP7 block	UCHL1 block	USP8 inh	USP17 block	USP28 inh	USP10 inh
COc1ccc(CNc2nc3c(c(=O)n2C)CCN(C(=O)NC2CCCC2)C3)cc1	10	-21	6	3	4	1	9	0
COCCN(C(=O)CCC(=O)Nc1ccccn1)C(C(=O)NC1CCCCC1)c1ccc(OC)cc1 (centres undefined)	4	27	-4	-2	3	12	9	0
Cc1cc(N2CCOCC2)nc2ccc(NC(=O)CCC(=O)N3CCN(c4ccccn4)CC3)cc12	-7	0	0	1	2	-15	-8	-1
CCCn1c(-c2ccc(CC)cc2)cn2c(-c3ccccc3)c(-c3ccccc3)nc12	17	15	9	8	87*	33*	17	4
FC(F)(F)c1cccc(Cn2cccc2C2=NC(c3ccccc3)CO2)c1 (centres undefined)	1	-22	5	3	6	2	-3	3
O=C(Nc1ccc(OC(F)(F)F)cc1)C1Cc2ccccc2CN1C(=O)c1ccccc1 (centres undefined)	-6	-37	7	9	16	-3	3	0
COc1ccc(CC(=O)Nc2cnc(-c3ccc(C)cc3)nc2)cc1	-7	-41	3	3	29	12	4	11
O=C(Nc1ccccc1F)N1CCN(Cc2nnnn2-c2ccc(F)cc2)CC1	-6	0	0	-2	2	-1	-115	-1
COc1ccc(Cn2c(C(=O)O)c(CNCc3ccco3)c3ccccc32)cc1	-8	-40	-6	-6	16	13	-1	3
COc1cc(N)c(Cl)cc1C(=O)OCC(=O)N1CCC(Cc2ccccc2)CC1	9	20	3	7	13	17	15	3
COc1ccc(N2CCN(c3ncc4c(=O)n(Cc5ccco5)ccc4n3)CC2)cc1	2	7	4	-2	2	0	0	10
O=C(CCCN1C(=O)c2cccnc2Sc2ccccc21)Nc1cc(F)ccc1F	-11	-13	-1	-1	2	-7	-10	0

Looked up above:
FC(F)(F)c1cccc(Cn2cccc2C2=NC(c3ccccc3)CO2)c1 (centres undefined) @ USP8 inh: 6
Cc1cc(N2CCOCC2)nc2ccc(NC(=O)CCC(=O)N3CCN(c4ccccn4)CC3)cc12 @ USP8 inh: 2
CCCn1c(-c2ccc(CC)cc2)cn2c(-c3ccccc3)c(-c3ccccc3)nc12 @ USP10 inh: 4
COc1ccc(Cn2c(C(=O)O)c(CNCc3ccco3)c3ccccc32)cc1 @ USP30 block: -40
COCCN(C(=O)CCC(=O)Nc1ccccn1)C(C(=O)NC1CCCCC1)c1ccc(OC)cc1 (centres undefined) @ USP8 inh: 3

Next records.
SMILES	OTUD3 inh	USP30 block	USP7 block	UCHL1 block	USP8 inh	USP17 block	USP28 inh	USP10 inh
Cc1ccc(C)c(NC(=O)COc2ccc3oc4c(c3c2)CCCC4)c1	-3	0	-2	0	3	0	-5	2
COc1ccc(N2CCCS2(=O)=O)cc1NC(=O)COc1cccc(C)c1	-3	5	0	2	4	0	3	-1
COc1ccc(CN2CCN(C(=O)NCc3ccco3)CC2)cn1	-22	-107	-9	-9	-14	nt	-26	-9
COc1nccnc1N1CCC(NC(=O)NCc2cccc(F)c2)C1 (centres undefined)	-11	-16	-7	-2	-4	-8	-2	-3
NC(=O)C1(N2CCCCC2)CCN(c2ncc3c(=O)n(-c4ccccc4)c(=O)[nH]c3n2)CC1	-3	-11	0	0	-44	-7	2	0
CC(C)(CNc1nn2cnnc2c2ccccc12)N1CCOCC1	7	13	3	3	23	12	9	5
Cc1cc(N)cc(C2CN(C(=O)c3cnc4ccccc4c3)CCO2)n1 (centres undefined)	-3	-13	2	0	3	-6	0	4
Cc1cccc(Nc2nccnc2C2CCCN2C(=O)c2ncccn2)n1 (centres undefined)	14	16	6	6	23	16	15	-1
Cn1ccnc1C(NC(=O)C1CC1)c1ccccc1 (centres undefined)	3	14	4	1	13	13	4	-1
Cc1ccc(C2CC(c3ccccc3)n3ncnc3N2C(=O)c2ccccc2)cc1 (centres undefined)	-4	10	7	-2	-2	0	-8	8
O=C(CC1CCCC1)N1CCCC(n2c(=O)[nH]c3cncnc32)C1 (centres undefined)	-10	-57	-20	-17	-7	-17	-14	-3
COc1ccccc1NC(=O)COC(=O)c1cc2cc(Br)ccc2o1	-25	-79	-15	-4	-10	-23	-27	-5
COc1cccc(OC(=O)c2cn(C)c(=O)c3ccccc23)c1	0	6	-8	0	4	-5	-2	2
CCc1ccccc1NC(=O)c1cc(-c2ccccc2)c(N2CCOCC2)s1	-1	-11	0	-2	-10	-8	-10	3
CCc1nnc(CN2CCC(C3CCCCCN3C(=O)NC(C)C)CC2)o1 (centres undefined)	-7	-9	-1	-5	-5	-11	-1	-4
CC(C)c1ccc(NC(=O)Cn2cnc3scc(-c4ccc5c(c4)CCCC5)c3c2=O)cc1	0	-52	8	-2	19	0	-8	-5
CC(NC(=O)C(c1ccccc1)c1ccccc1)c1ccc(-c2ccccc2)cc1 (centres undefined)	-2	-11	2	0	-15	-8	-8	3
COc1cccc(S(=O)(=O)N2CCN3C(=O)[C@@H](Cc4ccccc4)N(C)C(=O)[C@@H]3C2)c1	8	21	3	5	-2	0	0	-1
COC(=O)c1sccc1-n1cccc1C(=O)C(=O)Nc1ccccc1C(F)(F)F	11	10	1	4	20	19	14	2
Cc1ccccc1CNC(=O)N1C[C@H]2C[C@H]3[C@](C1)(CN(CC(C)C)S3(=O)=O)O2	6	21	7	3	-40	-6	4	2
C=C[C@@]1(C)CC[C@H]2C(=CC[C@@H]3[C@]2(C)CC[C@H](O)[C@]3(C)CO[C@@H]2O[C@H](CO)[C@@H](O)[C@@H](O)[C@@H]2O)C1	-3	-19	-13	2	4	2	-9	-5
O=C(Nc1cc(C(F)(F)F)ccc1N1CCOCC1)c1cccc(-n2cnnc2)n1	-2	0	-5	-3	13	8	-3	-4
CC(C)N1CC2CN(Cc3ccc(Cl)cc3)CCN2Cc2ccccc21 (centres undefined)	-183	i	-19	-7	-49	-167	-189	-7
COc1ccc(NC(=O)COC(=O)C2CC(=O)N(c3ccc(F)cc3)C2)cc1 (centres undefined)	-6	-2	1	-3	0	-8	3	3
CCCn1cnc2nc(CSc3ccccc3NC(=O)c3ccc(C)cc3)cc(=O)n21	-7	-6	3	-4	-1	0	-2	-10
COc1ccc(S(=O)(=O)N2CC(C(=O)O)Oc3ccccc32)cc1 (centres undefined)	-2	0	0	-1	2	1	-4	1
CC(=O)N1CCSc2ccc(S(=O)(=O)Nc3ccc(C)cc3Br)cc21	20	9	4	4	13	18	25	5
Cc1nc(-c2ccc3c(c2)CCN3C(=O)c2ccccn2)no1	8	14	1	1	22	10	13	1
CSc1cccc(NC(=O)c2cn(C)nc2S(=O)(=O)N2CCCCCC2)c1	-8	-12	-13	2	-102	-30	-10	0
CCOCc1ccc(C(=O)N[C@H](C)c2nc3cc(-c4ccc(OC)cc4)ncn3n2)cc1	-2	41*	0	4	4	13	22	35*
Cn1c(=O)c(Sc2ccccc2C(=O)O)c(O)c2ccccc21	7	3	-2	3	-54	-9	0	0
CC(c1nc2ccccc2c(=O)[nH]1)N1CCN(S(=O)(=O)c2ccc3c(c2)CCC3)CC1 (centres undefined)	-5	3	0	-2	-8	2	-3	0
N#Cc1ccccc1CN1CCCC2(Cc3ccccc3CNC2=O)C1 (centres undefined)	5	12	1	4	0	7	14	0
Cc1nc2cccnc2n1C1CCN(S(=O)(=O)c2cccc(C(F)(F)F)c2)C1 (centres undefined)	-51	-218	-31	-12	-84	-68	-60	-12
CCc1ccccc1NC(=O)c1cnc2sc(C)cn2c1=O	10	28	5	0	-11	17	3	1
Cc1cnc(N2CC[C@@H]3CN(Cc4cccc(Cl)c4)S(=O)(=O)[C@@H]3CC2)nc1	-9	-4	0	-4	-12	-9	-11	1

Ordered by value in USP17 block (low to high): three of the compounds above.
smiles | USP17 block
Cc1cnc(N2CC[C@@H]3CN(Cc4cccc(Cl)c4)S(=O)(=O)[C@@H]3CC2)nc1 | -9
N#Cc1ccccc1CN1CCCC2(Cc3ccccc3CNC2=O)C1 (centres undefined) | 7
Cc1nc(-c2ccc3c(c2)CCN3C(=O)c2ccccn2)no1 | 10

The listing continues.
SMILES	OTUD3 inh	USP30 block	USP7 block	UCHL1 block	USP8 inh	USP17 block	USP28 inh	USP10 inh
Cc1cccc(CNC(=O)c2cn(C)nc2S(=O)(=O)N2CCCCC2)c1	-16	-1	-19	-1	-324	-60	-12	-1
COc1ccc(NC(=O)c2oc3ccccc3c2NC(=O)C(C)Oc2ccccc2)c(OC)c1 (centres undefined)	5	14	5	2	0	0	-1	7
COc1cc2nc(SCc3cccc(C(F)(F)F)c3)n(Cc3ccco3)c(=N)c2cc1OC	-88	-213	-3	0	-48	-27	-44	-9
Cc1cnc(C(=O)N2CCCC(Cc3cncc(-c4cnc(C)n4C)n3)C2)cn1 (centres undefined)	0	2	-1	-2	5	3	-1	2
CCN1CCC2(Cc3ccccc3CN(C(=O)Cc3ccccc3)C2)C1 (centres undefined)	-23	-75	-2	-10	-6	-2	-9	0
O=C(Nc1nnc(C2CC2)s1)c1ccc(N2CCCC2=O)cc1	2	-4	1	-1	0	0	-1	0
c1ccc2c(c1)ccc1nnc(-c3ccc4c(c3)OCO4)n12	20	58*	-25	4	-235	37*	61*	0
CCNC(=O)N1C[C@@H](CO)[C@@H]2Oc3ccc(Cl)cc3[C@@H]21	-10	-20	-1	-2	0	-5	-12	1
CC(=O)c1cccc(NC(=O)CCS(=O)(=O)c2ccc3c(c2)OCC(=O)N3)c1	-14	-13	-3	-4	-10	-7	-8	0
Cc1nn(CC(=O)NCC2CCCO2)c(C)c1S(=O)(=O)N1CCc2ccccc21 (centres undefined)	3	12	4	0	15	18	3	0
COc1ccc(-c2noc(CCn3c(=O)[nH]c4ccccc4c3=O)n2)cc1	-31	-98	6	2	29	-1	-10	0
Cc1cc2c(C)ccc(C)c2nc1SCC(=O)N1CCCCC1C (centres undefined)	2	nt	-5	8	10	29	nt	11

Retrieved by compound from above (two):
SMILES	OTUD3 inh	USP30 block	USP7 block	UCHL1 block	USP8 inh	USP17 block	USP28 inh	USP10 inh
CCN1CCC2(Cc3ccccc3CN(C(=O)Cc3ccccc3)C2)C1 (centres undefined)	-23	-75	-2	-10	-6	-2	-9	0
Cc1cnc(C(=O)N2CCCC(Cc3cncc(-c4cnc(C)n4C)n3)C2)cn1 (centres undefined)	0	2	-1	-2	5	3	-1	2

Following part
SMILES	OTUD3 inh	USP30 block	USP7 block	UCHL1 block	USP8 inh	USP17 block	USP28 inh	USP10 inh
COc1ccc(Br)cc1CNC(=O)C1CCCN(c2nnc(N3CCCC3=O)s2)C1 (centres undefined)	-4	-29	-1	-1	-11	40*	-6	-2
COCCN1CCCC12CCN(C(=O)c1cccc(F)c1)CC2	-10	-16	-1	-3	-137	-33	-8	3
CC(C)OC(=O)c1cc2c(ccn2C)n1CC(=O)N1CCCCC1	-195	i	-90	-69	-89	-120	-210	-8
O=C(NCC(c1cccnc1)N1CCOCC1)C1CCCCC1 (centres undefined)	-16	-24	20	-2	-4	-17	-21	-1
COc1ccc(CCNC(=O)c2cc(-c3cccnc3)n[nH]2)cc1OC	4	17	5	0	25	0	18	3
COc1cccc(-c2cc(CNC(=O)COc3ccc(F)cc3)no2)c1	2	35*	-1	1	4	3	12	5
O=C(CCc1cccnc1)N1CCCC2(CCCN2CC2CCCC2)C1 (centres undefined)	4	19	3	1	-51	17	23	-1
CCOc1ccccc1C(=O)NCCS(=O)(=O)N1CCN(c2ccccc2)CC1	4	5	-4	0	-43	-3	-1	0
COc1cc(COCC(O)CN2CCN(c3cc(Cl)ccc3C)CC2)cc(OC)c1OC (centres undefined)	-1	3	9	5	-32	-4	7	-1
O=C(CC(C(=O)O)c1ccccc1)Nc1ccccc1 (centres undefined)	-1	0	0	-3	-12	-11	-16	0
O=C(O)CCn1cc(C(=O)O)c(-c2ccccc2)n1	10	11	3	0	10	2	-7	0
CC(C)Sc1nc(NCC2CCCO2)c2c3c(sc2n1)COC(C)(C)C3 (centres undefined)	-10	-18	-27	3	-44	-9	-23	1

An excerpt from above, limited to USP7 block:
SMILES | USP7 block
COc1ccc(Br)cc1CNC(=O)C1CCCN(c2nnc(N3CCCC3=O)s2)C1 (centres undefined) | -1
COCCN1CCCC12CCN(C(=O)c1cccc(F)c1)CC2 | -1
CC(C)OC(=O)c1cc2c(ccn2C)n1CC(=O)N1CCCCC1 | -90
O=C(NCC(c1cccnc1)N1CCOCC1)C1CCCCC1 (centres undefined) | 20

Following part:
SMILES	OTUD3 inh	USP30 block	USP7 block	UCHL1 block	USP8 inh	USP17 block	USP28 inh	USP10 inh
Cc1nn(C)cc1CN1CCOC(c2cccc(-c3cccc(C(N)=O)c3)n2)C1 (centres undefined)	11	12	6	1	5	11	4	0
CC1CCN(S(=O)(=O)c2cn(Cc3noc(-c4n[nH]c5c4CCCC5)n3)cn2)CC1	-4	0	-10	0	-8	25	7	0
C=C(NC(=O)C(=C)NC(=O)C(=C)NC(=O)c1ccc2c(n1)-c1coc(n1)C(=C)NC(=O)C(=C)NC(=O)c1nc(oc1C)/C(=C/C)NC(=O)c1csc(n1)C(OC)NC(=O)c1nc(oc1C)/C(=C/C(C)O)NC(=O)C(C(C)O)NC(=O)c1csc-2n1)C(N)=O (centres undefined)	-33	-195	0	-5	-46	3	-37	-7
CCOC(=O)C1=C(COc2ccccc2C#N)NC(=O)NC1C (centres undefined)	-2	-22	0	-3	-14	-14	6	-5
COc1cc2c(cc1OC)-c1cc(Oc3ccc4c(c3)OCO4)nc(=O)n1CC2	-20	-58	-5	-6	-4	-7	-14	-4
